Tn7 DDE FP: inhibitors of Tn7 peptide binding to fibrin DD(E), primary screen, biochemical, fluorescence polarization, human fibrin, Tn7 probe | Fibrinogen beta chain (Homo sapiens), P02675 | FP displacement of FITC-Tn7 peptide from fibrin DD(E); 0% = median of compound wells per plate | inhibition, % at 8.3 µM | 0.13% of 370,000 active;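 active = inhibition above the mean of compounds falling within the control limits plus 3 SD of them, cut at about 14% in these data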;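 note: 0% = plate median of compound wells and 100% = 10 µM Aha-Tn7 peptide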
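system = human fibrin DD(E) protein | quantity = DD(E) 2 µM final | medium = Tris/NaCl/CaCl2 buffer, pH 7.8 | also added = labelled Tn7 tracer, 0.1 µM | compound dosing = single point at 8.3 µM | timing = compound with protein 10 min, then 3 h after probe, room temperature | signal = FP measurement | benchmarks = Aha-Tn7 high control | repeats = one replicate per compound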
Tn6 DDE FP: inhibitors of Tn6 peptide binding to fibrin DD(E), primary screen, biochemical, fluorescence polarization, human fibrin, Tn6 probe | Fibrinogen beta chain (Homo sapiens), P02675 | Fibrin DD(E) TRITC-Tn6 fluorescence polarization displacement | inhibition, % at 8.3 µM | 0.21% of 370,000 active;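 active = inhibition above a per-campaign cutoff: mean of compounds within control limits plus 3 SD, cut at about 15% in these data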;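 note: 0% = median of all compound wells on the plate and 100% = blocking peptide control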
UHRF1 binding: UHRF1 methylated DNA binding inhibitors, primary screen, counter-screen for MBD2 inhibitor project, biochemical, TR-FRET, human UHRF1, single concentration | E3 ubiquitin-protein ligase UHRF1 (Homo sapiens), Q96T88 | UHRF1 binding to methylated oligo | inhibition, % at 4.4 µM | 0.75% of 370,000 active | AID 687016, 2013; in the data active = inhibition above about 21%;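 note: UHRF1 SRA domain binding a hemimethylated CpG hairpin DNA probe; 0% = median of test compound wells and 100% = reference inhibitor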
ASAP1 GAP inh: inhibitors of human ASAP1 ArfGAP activity, primary screen, biochemical, fluorescence polarization. Arf-GAP with SH3 domain, ANK repeat and PH domain-containing protein 1 (Homo sapiens), …. ASAP1-stimulated ARF1 GTP hydrolysis, GDP FP detection. inhibition, % at 16.5 µM. 0.19% of 360,000 active. AID 624377, 2012; in the data active = inhibition above about 25%;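 note: 0% = vehicle with enzyme and substrate and 100% = no enzyme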
Target sequence (Q9ULH1 325-724 limits assumed): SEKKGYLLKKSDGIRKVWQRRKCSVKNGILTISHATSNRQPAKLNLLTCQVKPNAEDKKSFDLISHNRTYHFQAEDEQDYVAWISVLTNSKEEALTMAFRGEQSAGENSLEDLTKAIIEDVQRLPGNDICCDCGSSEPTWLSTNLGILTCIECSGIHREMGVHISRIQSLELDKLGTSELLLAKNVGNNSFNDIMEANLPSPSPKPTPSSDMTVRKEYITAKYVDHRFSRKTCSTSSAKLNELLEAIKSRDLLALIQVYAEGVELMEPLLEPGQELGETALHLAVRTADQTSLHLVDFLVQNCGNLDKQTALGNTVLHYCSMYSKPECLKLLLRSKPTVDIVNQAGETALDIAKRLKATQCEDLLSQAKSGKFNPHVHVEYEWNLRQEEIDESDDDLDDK
ADAM17 inh: ADAM17 inhibitors, primary screen, biochemical, QFRET; Disintegrin and metalloproteinase domain-containing protein 17 (Homo sapiens), P78536; recombinant ADAM17, EDANS/DABCYL FRET peptide cleavage; inhibition, % at 6.95 µM; 0.83% of 370,000 active; AID 720648, 2013;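 active = inhibition above the mean of compounds lying between control limits plus 3 SD, set per campaign, cut at about 8.5% in these data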;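 note: 0% = DMSO-only wells as the low control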
MBD2 inh: inhibitors of MBD2 binding to methylated DNA, primary screen, biochemical, TR-FRET, DNA-binding domain, human. inhibition, % at 4.4 µM. Methyl-CpG-binding domain protein 2 (Homo sapiens), Q9UBB5. MBD2 binding to methylated oligonucleotide. 0.31% of 370,000 active. AID 686964, 2013; in the data active = inhibition above about 13%
ARFGAP1 inhibitor: inhibitors of rat ARFGAP1 GAP activity, primary screen, biochemical, fluorescence polarization, GDP tracer; ADP-ribosylation factor GTPase-activating protein 1 (Rattus norvegicus), Q62848; Arfgap1-stimulated ARF1 GTP hydrolysis, GDP FP detection; inhibition, % at 16.5 µM; 0.26% of 360,000 active; AID 651572, 2012;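 active = inhibition above a per-plate limit, mean inhibition of low control wells plus 3 SD, cut at about 25% in these data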;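 note: 0% = DMSO wells with enzyme and 100% = wells lacking Arfgap1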
Target sequence (Q62848 1-136 limits assumed): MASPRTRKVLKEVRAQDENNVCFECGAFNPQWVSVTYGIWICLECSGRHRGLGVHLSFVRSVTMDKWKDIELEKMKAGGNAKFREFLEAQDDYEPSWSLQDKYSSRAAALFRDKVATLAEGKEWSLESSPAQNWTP
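Assay system: Rat Arfgap1 GAP domain (His6, aa 1-136), purified enzyme | Buffer or medium: HEPES 25 mM pH 7.5, NaCl 150 mM, MgCl2, DTT | Schedule: GTP hydrolysis reaction 2 h at 25 °C | Signal: FP of antibody-bound GDP Alexa 633 tracer, ex 620/em 688 nm | Measure: Percent inhibition of Arfgap1-stimulated GTP hydrolysis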
KLK7 zymogen act: proKLK7 zymogen activators, primary screen, biochemical, fluorescence intensity; Kallikrein-7 (Homo sapiens), P49862; purified proKLK7, EDANS-DABCYL substrate fluorescence; 100% is mature enzyme control, 0% vehicle; activation, % at 7 µM; 0.9% of 370,000 active;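 active = activation above the mean of all tested compounds plus 3 SD, computed per campaign excluding outliers beyond control limits, cut at about 13% in these data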
PLCb3 inh: human PLC-beta3 inhibitors, primary screen, biochemical, fluorescence. 1-phosphatidylinositol 4,5-bisphosphate phosphodiesterase beta-3 (Homo sapiens), Q01970. Purified PLC-beta3, fluorogenic substrate. inhibition, % at 12.2 µM. 0.18% of 370,000 active. AID 720704, 2013; in the data active = inhibition above about 11%;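 note: 0% = median of compound wells on plate and 100% = full blocker control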
PLCg1 inh: PLC-gamma1 enzyme inhibitors, primary screen, biochemical, fluorescence, purified enzyme. 1-phosphatidylinositol 4,5-bisphosphate phosphodiesterase gamma-1 (Homo sapiens), P19174. fluorogenic substrate. inhibition, % at 12.2 µM. 0.84% of 370,000 active. AID 720700, 2013; in the data active = inhibition above about 9.5%
An asterisk follows results filed as active.

Short forms – A = Tn7 DDE FP; B = Tn6 DDE FP; C = UHRF1 binding; D = ASAP1 GAP inh; E = ADAM17 inh; F = MBD2 inh; G = ARFGAP1 inhibitor; H = KLK7 zymogen act; I = PLCb3 inh; J = PLCg1 inh
1: COc1cc(CNc2ccc(N3CCOCC3)c(C(=O)O)c2)ccc1OCC(N)=O
  A: 0.1	B: -11.6	C: 3.2	D: -1.7	E: -54.0	F: 7.2	G: 6.7	H: -49.1	I: -162.4	J: -119.6
2: c1ccc(-c2nn3c(Cn4cnc5ccccc54)nnc3s2)cc1
  A: -0.3	B: 5.6	C: -1.6	D: 2.7	E: -4.3	F: 0.1	G: 9.4	H: 0.3	I: 3.3	J: -1.5
3: CCOC(=O)C1(Cc2cccc(OC)c2)CCN(Cc2cccn2-c2nccs2)CC1
  A: 5.8	B: 3.9	C: -1.7	D: -15.0	E: 0.6	F: 3.0	G: 2.4	H: 0.5	I: 3.6	J: -0.2
4: Cc1cccc(C(O)c2ncc(-c3ccc(Cl)cc3)[nH]2)c1C (configuration not stated)
  A: 1.3	B: 1.7	C: -2.6	D: 16.4	E: -1.6	F: 4.6	G: 24.0	H: -0.5	I: 0.2	J: -0.2
5: CC1CCN(C(=O)COC(=O)CCC(=O)c2ccc(Cl)cc2)CC1
  A: -1.4	B: -2.4	C: -2.9	D: 1.4	E: 2.0	F: -3.3	G: 14.8	H: 0.4	I: -3.9	J: -0.3
6: O=c1cc(C=NNc2ccccc2)[nH]c(=O)[nH]1
  A: 6.3	B: -3.3	C: -4.6	D: 8.4	E: 0.0	F: -1.4	G: -21.4	H: -0.4	I: -0.9	J: -1.6
7: CC(C)c1ccc(NC(=O)CSc2nc(-c3ccccc3F)nc3nc[nH]c23)cc1
  A: 0.8	B: 4.0	C: 3.5	D: 10.4	E: 0.1	F: 1.3	G: -2.4	H: -0.4	I: -16.4	J: -10.9
8: OCC#CCSc1nnc(-c2ccc(Br)cc2)o1
  A: 6.4	B: -5.1	C: -2.2	D: -15.0	E: -0.9	F: 4.1	G: 2.8	H: -0.6	I: 0.7	J: 0.7
9: O=C(CCCN1C(=O)c2cccc3cccc(c23)C1=O)NC1CCS(=O)(=O)C1 (configuration not stated)
  A: 5.4	B: 1.2	C: -4.9	D: -13.8	E: -114.6	F: -8.2	G: 1.1	H: -0.3	I: -24.6	J: -18.0
10: Cc1ccc(-n2ncc3c(N4CCC5(CC4)OCCO5)ncnc32)c(C)c1
  A: -4.9	B: -0.3	C: 0.9	D: 10.6	E: -2.0	F: -1.1	G: 6.1	H: 0.1	I: 1.6	J: -0.9
11: COc1ccc(CCNC(=O)c2cccc(NC(=O)CC3SC(N4CCCCC4)=NC3=O)c2)cc1OC (configuration not stated)
  A: 2.3	B: -2.7	C: 0.0	D: 2.7	E: -1.4	F: 1.1	G: 2.1	H: -0.2	I: -8.2	J: -2.2
12: NC(=O)c1cc(-c2cccnc2)nc2ccc(Br)cc12
  A: 0.4	B: 1.0	C: -3.0	D: 11.9	E: -3.5	F: -4.3	G: -2.2	H: 0.2	I: -7.5	J: 0.1
13: COc1cc2c(cc1OC)C1=C(C#N)CCC(=NC(=O)c3ccc(Cl)cc3)N1CC2
  A: -0.9	B: 0.7	C: -1.6	D: 11.3	E: -4.8	F: 3.7	G: -1.3	H: -0.8	I: -21.8	J: -15.7

5 entries from above, set out differently.
cpd	canonical_smiles	Tn7 DDE FP	Tn6 DDE FP	UHRF1 binding	ASAP1 GAP inh	ADAM17 inh	MBD2 inh	ARFGAP1 inhibitor	KLK7 zymogen act	PLCb3 inh	PLCg1 inh
7	CC(C)c1ccc(NC(=O)CSc2nc(-c3ccccc3F)nc3nc[nH]c23)cc1	0.8	4.0	3.5	10.4	0.1	1.3	-2.4	-0.4	-16.4	-10.9
8	OCC#CCSc1nnc(-c2ccc(Br)cc2)o1	6.4	-5.1	-2.2	-15.0	-0.9	4.1	2.8	-0.6	0.7	0.7
9	O=C(CCCN1C(=O)c2cccc3cccc(c23)C1=O)NC1CCS(=O)(=O)C1 (configuration not stated)	5.4	1.2	-4.9	-13.8	-114.6	-8.2	1.1	-0.3	-24.6	-18.0
10	Cc1ccc(-n2ncc3c(N4CCC5(CC4)OCCO5)ncnc32)c(C)c1	-4.9	-0.3	0.9	10.6	-2.0	-1.1	6.1	0.1	1.6	-0.9
11	COc1ccc(CCNC(=O)c2cccc(NC(=O)CC3SC(N4CCCCC4)=NC3=O)c2)cc1OC (configuration not stated)	2.3	-2.7	0.0	2.7	-1.4	1.1	2.1	-0.2	-8.2	-2.2
